Screening data deposited in PubChem BioAssay by several laboratories.
FadD28 binding: inhibitors of FadD28 bisubstrate probe binding, primary screen, biochemical, fluorescence polarization, single point; inhibition, % at 12.5 µM; actives 0.22% (n = 360,000); Mycobacterium tuberculosis FadD28 fatty-acid-AMP ligase; in the data active means inhibition above about 8.5%, passing the limit was not always enough; inconclusive means no clear call, values can overlap the other calls
Mtb BioA inh: M. tuberculosis BioA enzyme inhibitors, primary screen, biochemical, plate reader, single point, HTS; 7,8-diaminopelargonic acid synthase BioA (Mycobacterium tuberculosis); purified M. tuberculosis BioA enzyme; inhibition, % at 9.99 µM; actives 0.096% (n = 360,000); in the data active means inhibition above about 40%; inconclusive means no clear call, values can overlap the other calls
GDH-TPI counter: GDH-TPI coupling enzyme inhibitors, primary screen, artefact control for M. tuberculosis FBA inhibitor project, biochemical, absorbance, full deck; inhibition, % at 4.8 µM; GDH-TPI coupled enzyme counterscreen, NADH absorbance; actives 1.2% (n = 360,000); in the data active means inhibition above about 30%;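 further: 0% = DMSO wells and 100% = wells lacking the enzyme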
Mtb FBA inh: Mtb FBA enzyme inhibitors, primary screen, biochemical, fluorescence, strain H37Rv; Fructose-bisphosphate aldolase (Mycobacterium tuberculosis (strain ATCC 25618 / H37Rv)), …; purified M. tuberculosis FBA, fluorescence read-out; inhibition, % at 1 µM; actives 2.3% (n = 360,000); AID 588726, 2011; in the data active means inhibition above about 27%;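 further: 0% = vehicle and 100% = reference inhibitor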
BoNT-F LC inh: BoNT/F light chain protease inhibitors, primary screen, biochemical, flow cytometry, MLPCN library. Multiplex microsphere protease cleavage assay. inhibition, % at 10 µM. Botulinum neurotoxin type F light chain protease (Clostridium botulinum). actives 0.22% (n = 360,000). AID 588497, 2011; in the data active means inhibition above about 35%, passing the limit was not always enough; inconclusive means no clear call, values can overlap the other calls; further: plate controls were buffer without enzyme for full effect and enzyme alone for no effect
Mtb UGM inh: M. tuberculosis UGM enzyme inhibitors, primary screen, biochemical, fluorescence polarization, single point; UDP-galactopyranose mutase (Mycobacterium tuberculosis (strain ATCC 25618 / H37Rv)), …; AID 504406, 2011; actives 0.06% (n = 320,000); inhibition, % at 10 µM; purified UGM, fluorescence polarization probe displacement; in the data active means inhibition above about 10%, passing the limit was not always enough; inconclusive means no clear call, values can overlap the other calls
Anthrax LF inh2: Bacillus anthracis LF protease inhibitors, primary screen, biochemical, multiplex microsphere, MLPCN library; inhibition, % at 10 µM; multiplex microsphere protease cleavage assay; Lethal factor (Bacillus anthracis), P15917; actives 0.12% (n = 360,000); further: plate controls were buffer without enzyme for full effect and enzyme alone for no effect
Target sequence (P15917 whole entry, looked up): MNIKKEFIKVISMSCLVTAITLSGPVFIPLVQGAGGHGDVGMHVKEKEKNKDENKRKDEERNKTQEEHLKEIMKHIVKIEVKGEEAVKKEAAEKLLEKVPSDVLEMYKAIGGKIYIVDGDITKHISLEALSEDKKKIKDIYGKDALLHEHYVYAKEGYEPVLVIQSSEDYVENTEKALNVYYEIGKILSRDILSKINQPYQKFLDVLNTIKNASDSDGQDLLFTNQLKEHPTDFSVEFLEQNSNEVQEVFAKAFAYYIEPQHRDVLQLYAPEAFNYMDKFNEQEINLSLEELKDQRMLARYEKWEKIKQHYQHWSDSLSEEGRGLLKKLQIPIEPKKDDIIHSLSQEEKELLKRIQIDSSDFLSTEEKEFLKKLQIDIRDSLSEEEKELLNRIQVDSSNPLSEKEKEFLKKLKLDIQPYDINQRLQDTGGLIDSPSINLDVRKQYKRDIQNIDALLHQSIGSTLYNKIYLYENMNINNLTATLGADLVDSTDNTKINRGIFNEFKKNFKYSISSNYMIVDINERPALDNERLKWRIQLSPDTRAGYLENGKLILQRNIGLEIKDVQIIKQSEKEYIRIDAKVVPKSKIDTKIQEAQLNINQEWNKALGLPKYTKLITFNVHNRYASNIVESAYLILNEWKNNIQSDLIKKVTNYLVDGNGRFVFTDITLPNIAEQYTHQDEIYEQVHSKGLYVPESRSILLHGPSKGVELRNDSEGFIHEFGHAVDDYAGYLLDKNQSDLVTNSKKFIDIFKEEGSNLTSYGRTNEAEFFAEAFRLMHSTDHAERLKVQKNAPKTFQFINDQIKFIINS
BoNT A protease: BoNT/A light chain protease inhibitors, primary screen, biochemical, flow cytometry, MLPCN library; Botulinum neurotoxin type A light chain protease (Clostridium botulinum A str. ATCC 3502); multiplex microsphere protease substrate cleavage; inhibition, % at 10 µM; actives 0.17% (n = 360,000); further: plate controls were buffer without enzyme for full effect and enzyme alone for no effect
PfHsp40 yeast: rescue of yeast from PfHsp40 toxicity, primary screen, S. cerevisiae, ATP luminescence | S. cerevisiae expressing PfHsp40, growth rescue | growth rescue, % at 12.5 µM | actives 0.68% (n = 340,000); in the data active means growth rescue above about 28%, passing the limit was not always enough; inconclusive means no clear call, values can overlap the other calls;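 further: yeast W303a lacking pdr1 and pdr3 grown in galactose medium; growth measured after three days at 30 °C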
The depositor's hits bear a star; u = inconclusive; x = no result given; + = active, no number; & = joins results of further samples. Unless noted, no stated cut-off is given here; in the data, active means inhibition above about 30%; inconclusive means no clear call, values can overlap the other calls; inactive means below that.

[1] Cc1ccc(NC(=O)/C(=C/c2ccc([N+](=O)[O-])cc2)NC(=O)c2ccccc2)cc1
[2] Cc1nn(-c2cccc(C(=O)O)c2)c(C)c1Oc1ccccc1O
[3] O=C(NCc1ccc(Cl)c(Cl)c1)c1cc(C2CCCCN2C(=O)CCc2ccccc2)on1 (configuration not stated)
[4] O=C(NCCN1CCOCC1)c1cc2ccccc2o1
[5] CN(C)S(=O)(=O)c1cccc(NC(=O)CC23CC4CC(CC(C4)C2)C3)c1
[6] OCCNc1nnc(-c2ccccc2)c(-c2ccccc2)n1
[7] COc1ccc(-c2nnc(-c3cccnc3)o2)cc1
[8] CC1(C)Cc2c(C#N)c(NC3CCCCC3)nc(-c3ccco3)c2CO1

compound no.	1	2	3	4	5	6	7	8
FadD28 binding	-0.3	-11	-4.9	-4.5	-2.3	0.4	-1.6	-3.2
Mtb BioA inh	x	2.1	-0.4	0.4	-1.1	x	11	0.0
GDH-TPI counter	49*	8	4	-3	-5	6	-3	10
Mtb FBA inh	-5	-1	-2	2	3	0	83*	15
BoNT-F LC inh	-8	3	0	8	13	-11	0	0
Mtb UGM inh	-0.9	-2.2	x	-1.0	-0.8	-3.2	-2.4	-1.0
Anthrax LF inh2	3	1	-4	4	-3	-4	-8	-6
BoNT A protease	-0.7	0.8	0.1	0.6	0.8	-1.3	0.2	7.0
PfHsp40 yeast	-0.2	0.2	x	-0.1	1.4	-2.1	0.5	-0.3

[9] CCOc1ccccc1CNn1nnnc1N
[10] CCOC1=C2[C@@H](CN(S(=O)(=O)c3ccc(C)cc3)[C@H]2c2ccc(CC)cc2)[C@H]2C(=O)N(C)C(=O)[C@H]2C1
[11] N#CC(=C(O)COC(=O)CCCNC(=O)c1ccc(Cl)cc1)c1nc2ccccc2[nH]1
[12] COc1cc(C)c(CN2CCN(S(=O)(=O)c3ccc(Cl)s3)CC2)cc1OC
[13] CC(c1ccccc1)N1C(=O)c2ccc(C(=O)Nc3ccccc3C(=O)O)cc2C1=O (configuration not stated)
[14] Cc1ccc(NC(=O)CSc2nnc(C3CC3)n2CC2CCCO2)cc1C (configuration not stated)
[15] CCCOC(=O)c1ccc(NC(=O)c2ccc(Br)o2)cc1
[16] NC(=O)c1csc(-c2ccncc2)n1

compound no.	9	10	11	12	13	14	15	16
FadD28 binding	-2.8	-1.3	-2.1	-0.1	2.9	-0.7	-4.3	-4.0
Mtb BioA inh	2.2	-2.4	x	-0.9	6.2	-0.2	x	-0.9
GDH-TPI counter	-4	x	5	3	19	10	2	-3
Mtb FBA inh	-1	0	2	1	0	2	2	1
BoNT-F LC inh	-9	4	-9	-14	2	3	6	4
Mtb UGM inh	0.2	x	x	0.4	2.6	0.0	1.4	0.1
Anthrax LF inh2	0	-8	-2	-8	1	0	1	-6
BoNT A protease	-1.3	0.6	-0.2	-3.4	-1.9	-1.1	0.4	0.6
PfHsp40 yeast	-1.4	x	1.1	-0.7	1.5	-0.4	12	-0.3

Some entries already given, reduced to PfHsp40 yeast, Anthrax LF inh2 and BoNT A protease.
cpd | SMILES | PfHsp40 yeast | Anthrax LF inh2 | BoNT A protease
11 | N#CC(=C(O)COC(=O)CCCNC(=O)c1ccc(Cl)cc1)c1nc2ccccc2[nH]1 | 1.1 | -2 | -0.2
12 | COc1cc(C)c(CN2CCN(S(=O)(=O)c3ccc(Cl)s3)CC2)cc1OC | -0.7 | -8 | -3.4
13 | CC(c1ccccc1)N1C(=O)c2ccc(C(=O)Nc3ccccc3C(=O)O)cc2C1=O (configuration not stated) | 1.5 | 1 | -1.9

(next part)
[17] CC(C)(CNC(=S)NCCc1ccccc1)CNC(=S)NCCc1ccccc1
[18] Cc1ccc(S(=O)(=O)N2CCCN(C(=O)OC(C)(C)C)CC2)cc1
[19] COc1ccc(CCN(C)Cc2ccc(F)cc2F)cc1OC
[20] COc1ccc2nc(NC(=O)CN3C(=O)NC4(CCCCC4)C3=O)sc2c1
[21] Cc1ccc(C)c(S(=O)(=O)Nc2ccc3sc(C)nc3c2)c1
[22] CCOc1ccc(S(=O)(=O)N2CCOCC2)c2ccccc12
[23] Cc1cc(N2CCOCC2)c2c(N)cc(C)c(C)c2n1
[24] COc1ccc([C@H]2C[C@H](O)[C@@H](n3cc(C4CC4)nn3)CN2Cc2cccs2)cc1

compound no.	17	18	19	20	21	22	23	24
FadD28 binding	-1.5	-1.7	-2.0	-0.4	-4.2	-3.2	-1.6	-1.4
Mtb BioA inh	0.2	-2.3	2.2	-2.8	1.1	-2.2	-0.5	3.5
GDH-TPI counter	11	3	3	13	4	-3	8	10
Mtb FBA inh	-1	0	0	3	-3	3	-6	3
BoNT-F LC inh	2	0	10	4	-6	u	-2	-4
Mtb UGM inh	x	2.0	-0.9	0.1	1.9	-0.3	0.8	x
Anthrax LF inh2	0	0	3	1	1	6	-5	-4
BoNT A protease	-0.5	0.3	-0.1	1.2	0.0	3.4	-0.9	0.0
PfHsp40 yeast	1.3	0.8	-0.2	-0.9	-0.2	-0.4	-1.8	x

[25] CCS(=O)(=O)n1nc(-c2ccccc2)nc1SCc1ccccc1
[26] CC(C)OC(=O)/C(=C/c1cccnc1)NC(=O)c1ccccc1
[27] O=C(NCc1ccco1)c1cc(-c2ccc(F)cc2)on1
[28] COc1cc(NC(=O)c2ccco2)ccc1NC(=O)c1ccccc1Cl
[29] O=C(Nn1cnnc1)c1ccc(Cl)c(Cl)c1
[30] C[C@H](CO)N1C[C@H](C)[C@@H](CN(C)S(=O)(=O)c2ccc(F)cc2)Oc2ccc(NC(=O)CCC(F)(F)F)cc2C1=O
[31] COc1ccc(C(=O)Cn2nc(CNc3ccc(Br)cc3)[n+]3c2CCCCC3)cc1
[32] O=C(NCc1ccco1)C1CCC(N2C(=O)C3C4CCC(C4)C3C2=O)CC1 (configuration not stated)

compound no.	25	26	27	28	29	30	31	32
FadD28 binding	-1.7	-0.8	-0.9	0.0	-2.6	0.6	-11	-1.1
Mtb BioA inh	-0.5	x	x	-0.9	-2.2	0.9&3.3	x	x
GDH-TPI counter	-5	9	-7	19	8	-9	3	4
Mtb FBA inh	4	3	0	-1	1	2	-4	1
BoNT-F LC inh	8	-7	1	-4	-21	2	-2	3
Mtb UGM inh	0.2	0.1	-1.6	2.5	0.2	8.4	0.6	-1.5
Anthrax LF inh2	-8	2	-8	-2	-1	-5	2	-5
BoNT A protease	0.5	-1.9	2.9	0.0	-3.4	-0.4	-0.1	-0.5
PfHsp40 yeast	1.3	-1.1	-0.4	3.2	-2.3	-0.2	-0.9	-0.3

[33] C=CCNc1oc(/C=C/c2ccccc2)nc1C#N
[34] O=C(/N=C1/c2ccccc2CN1c1ccccc1)Nc1ccccc1
[35] COc1ccccc1C(O)P(=O)(OC1CCCCC1)OC1CCCCC1 (configuration not stated)
[36] COC(=O)c1c(NC(=O)C2CC2)sc(C(=O)Nc2ccccc2)c1C
[37] Cc1ccc(-c2nc3ncccc3o2)cc1NC(=O)C(C)(C)C
[38] CCOc1ccc2nc(N(CCCN(C)C)C(=O)c3ccc4c(c3)CCCC4)sc2c1
[39] O=C(NC1CCSc2ccccc21)c1ccc(Cl)c(S(=O)(=O)N2CCOCC2)c1 (configuration not stated)
[40] CN(C)S(=O)(=O)c1cccc(COc2ccccc2C(=O)Nc2ccccc2)c1

compound no.	33	34	35	36	37	38	39	40
FadD28 binding	-2.0	-0.2	0.7	-4.7	-1.5	-2.5	-1.9	-2.7
Mtb BioA inh	-0.4	x	x	x	-4.5	-0.3	-0.4	1.6
GDH-TPI counter	48*	6	5	3	4	10	5	2
Mtb FBA inh	+	-3	0	2	30*	0	0	0
BoNT-F LC inh	-10	9	-7	-4	-5	1	8	-13
Mtb UGM inh	-0.9	0.6	-2.3	-1.8	-0.5	-1.3	1.7	-4.7
Anthrax LF inh2	-6	0	-9	3	-6	-1	-1	0
BoNT A protease	-1.2	0.6	-0.4	0.1	-2.9	-1.2	-0.4	-2.1
PfHsp40 yeast	0.4	0.4	-1.0	1.9	-1.1	0.8	6.9	1.1

[41] CCCc1cc2c(=O)c(-c3cscn3)c(C(=O)OCC)oc2cc1O
[42] CCOc1ccc(Oc2cc(C)nc(SC)n2)nn1
[43] CN(C)C(=O)Oc1cc(OC(=O)N(C)C)cc(C(O)CNC(C)(C)C)c1 (configuration not stated)
[44] O=C(Nc1ccc(Br)cc1)C1C2C=CC3(O2)C1C(=O)N(CCN1CCOCC1)C3C(=O)NC1CCCCC1 (configuration not stated)
[45] CCC(Oc1cc(Cl)ccc1Cl)C(=O)NNC(=O)CCC(=O)O (configuration not stated)
[46] O=c1oc2ccccc2cc1-c1ccc(O)cc1O
[47] COCCNC(=S)N/N=C(\C)c1cccc(C(F)(F)F)c1
[48] Cc1cc(C)c(S(=O)(=O)N2CCN(C(=O)C3CCCO3)CC2)c(C)c1 (configuration not stated)

compound no.	41	42	43	44	45	46	47	48
FadD28 binding	-2.2	-1.9	-2.7&-3.6	-2.0	0.2	0.8	-2.5	-3.6
Mtb BioA inh	0.4	0.0	-0.3&0.5	-0.5	-3.8	x	-0.8	0.8
GDH-TPI counter	7	-8	4&3	-2	10	23	-6	-5
Mtb FBA inh	0	-2	0&0	-5	4	3	-1	-2
BoNT-F LC inh	3	-11	-9&-6	13	-4	-4	-8	-17
Mtb UGM inh	0.3	-0.8	-1.4&0.0	-0.8	3.1	-0.5	-0.4	-0.8
Anthrax LF inh2	1	2	-8&-4	-3	-2	1	4	-1
BoNT A protease	-0.4	-0.6	-0.4&-0.6	3.3	-0.4	-0.5	-1.4	-0.7
PfHsp40 yeast	-0.3	-0.9	6.2&-0.7	0.4	0.2	-2.0	3.3	0.9

[49] Cc1cc(C)nc(CCNC(=O)c2cc(COc3ccc(F)cc3F)on2)n1
[50] CCCCN(CC)C(=O)CN1C(=O)c2ccccc2C1=O
[51] Cc1ccc(C)c(NC(=O)COC(=O)COc2cccc3c2OC(C)(C)C3)c1
[52] CN(C)N=Nc1ccc(S(=O)(=O)NC(=O)Cc2ccccc2)cc1

compound no.	49	50	51	52
FadD28 binding	-0.6	-1.1	-1.8	1.2
Mtb BioA inh	0.6	-1.0	0.3	-1.7
GDH-TPI counter	-7	2	-11	15
Mtb FBA inh	-3	4	0	1
BoNT-F LC inh	2	0	-3	x
Mtb UGM inh	1.2	-1.9	-0.2	-1.6
Anthrax LF inh2	1	-3	-2	x
BoNT A protease	-0.5	-0.4	-0.4	x
PfHsp40 yeast	0.4	1.4	-1.0	-1.2

Not a hit list. About 4.7% of those tested had a hit in this group.
